High-throughput results (PubChem)
RPL19A-GFP yeast: RPL19A-GFP expression modulators in yeast, primary screen, cell-based, S. cerevisiae, multiplex flow cytometry, MLPCN; S. cerevisiae RPL19A-GFP strain, 3 h; active compounds read low; percent response vs DMSO, % at 10 µM; 330,000 tested, 0.3% active; AID 2025, 2009;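 active means percent response vs DMSO below 50%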;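 further: median channel GFP fluorescence of the barcoded RPL19A-GFP strain; ratio of sample median GFP to plate DMSO average so 100% = DMSO; lower means less RPL19A-GFP as with rapamycin TOR inhibition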
ZTA DNA inh: ZTA (EBV) inhibition in EBNA-1 counter-screen; inhibition, % at 11 µM; P03206; ZTA-DNA binding, fluorescence polarization; 320,000 tested, 0.15% active; in the data active means inhibition above about 33%
LAP4 TOR yeast: modulators of LAP4-GFP expression in yeast, primary screen, S. cerevisiae, multiplex flow cytometry, MLPCN library | 320,000 tested, 0.34% active | 3 h; median GFP as percent of DMSO wells | GFP response vs DMSO, % at 10 µM | AID 2023, 2009;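 active means GFP response vs DMSO above a set limit, about the screen mean plus 3 SD, cut at about 150% in these data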
AHR activator: AHR activators, primary screen, cell-based, luminescence, luciferase reporter, human. AHR-responsive luciferase reporter cells. 320,000 tested, 2.5% active. activation, % at 5 µM. Aryl hydrocarbon receptor (Homo sapiens), P35869; in the data active means activation above about 47%;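 further: 0% = vehicle wells and 100% = reference agonist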
proCasp7 act: procaspase-7 activators, primary screen, counter-screen for procaspase-3 activator project, biochemical, absorbance, HTS, human; Caspase-7 (Homo sapiens), P55210; recombinant procaspase-7, Ac-DEVD-pNA absorbance 405 nm; D23A/D198A/D206A triple mutant, cannot self-cleave; scale: DMSO 0, 5 µM enzyme 100; activation, % at 8.5 µM; 330,000 tested, 0.093% active;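 active means percent activation above the screen-wide mean plus 3 SD, cut at about 25% in these data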
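signal = Epi-absorbance of released pNA at 405 nm, two timepoints | assay system = Uncleavable procaspase-7 mutant enzyme | reagent = Ac-DEVD-pNA substrate, 400 µM as added | times = 1 h enzyme–compound preincubation and 2 h substrate reaction, both 25 °C | benchmarks = low DMSO alone, high DMSO plus 5 µM PC-7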
MEP2 TOR yeast: modulators of MEP2-GFP levels in yeast, primary screen, S. cerevisiae, multiplex flow cytometry, MLPCN library | 330,000 tested, 0.51% active | S. cerevisiae MEP2-GFP strain, 3 h; 100% = DMSO control level | GFP response vs DMSO, % at 10 µM;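 active means GFP response versus DMSO above a set limit, roughly screen mean plus 3 SD, cut at about 180% in these data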;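 further: median GFP fluorescence of the barcode-gated MEP2-GFP cells per well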
procasp3 activ: activators of human procaspase-3 D3A mutant, primary screen, biochemical, absorbance, PC-3 D3A mutant, single concentration. Caspase-3 (Homo sapiens), P42574. recombinant procaspase-3 D3A, Ac-DEVD-pNA absorbance 405 nm. activation, % at 8.5 µM. 330,000 tested, 0.11% active. AID 463141, 2010;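 active means activation above the mean of all tested compounds plus 3 SD, cut at about 21% in these data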;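 further: 0% = DMSO alone and 100% = DMSO wells spiked with extra 5 µM PC-3 D3A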
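Compound: 8.5 µM single point, 0.8% DMSO / Material: Autoprocessing-dead procaspase-3 D3A mutant enzyme / Timing: 1 h preincubation plus 2 h reaction at 25 °C / Medium: Zinc-free HEPES/NaCl buffer with 0.01% Triton X-100 at pH 7.4 / Technique: 405 nm absorbance of p-nitroaniline, reads at 0 and 120 min / Repeats: one well per compound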
EBNA-1 inh: EBNA-1 DNA-binding inhibitors, primary screen, biochemical, fluorescence polarization. inhibition, % at 14.8 µM. 300,000 tested, 0.34% active. AID 1950, 2009; in the data active means inhibition above about 28%
Active calls of the source: *; x = not tested or not shown.

SMILES | RPL19A-GFP yeast | ZTA DNA inh | LAP4 TOR yeast | AHR activator | proCasp7 act | MEP2 TOR yeast | procasp3 activ | EBNA-1 inh
CN(CC(=O)Nc1c(Cl)cccc1Cl)C(=O)Cc1ccc(S(=O)(=O)N2CCOCC2)s1 | 103 | 5 | 95 | -2 | 0 | 94 | 5 | -2
NC(=O)c1ccc(NC(=O)CSc2nnc(C3CC3)n2C2CC2)cc1 | 96 | x | 101 | -3 | 3 | 103 | 8 | x
Cc1nn(-c2ccccc2)c2[nH]c(=O)c(CNc3ccc4c(c3)OCCO4)cc12 | 98 | 9 | 96 | 0 | -15 | 97 | -5 | 3
COc1ccc(OC)c(S(=O)(=O)Nc2cccc(C(C)=O)c2)c1 | 98 | -13 | 98 | 0 | 8 | 103 | 2 | 5
Cc1cc(Cl)ccc1NC(=S)NCCC(c1ccccc1)c1ccccc1 | 102 | -11 | 97 | 12 | -11 | 81 | 1 | -10
Cc1ccc(-c2noc(CN(C(=O)C(c3ccccc3)c3ccccc3)C(C)C)n2)cc1 | 99 | -7 | 83 | -3 | -6 | 98 | 2 | 0
C=C(C)C1CC=C(C)/C(=N\NC(=O)CCc2ccccc2)C1 (stereo unspecified) | 105 | 7 | 94 | 5 | -5 | 99 | 7 | 9
COc1ccc(NC(=O)C2CCN(S(=O)(=O)c3cn(C)nc3C)CC2)cc1 | 102 | -5 | 98 | 1 | -2 | 98 | 1 | -7
COC(=O)C1=C(N)Oc2cc(C)oc(=O)c2C1c1cccnc1 (stereo unspecified) | 100 | -14 | 99 | 0 | 10 | 103 | 4 | -6
CCC(CO)Oc1cc(NC(=O)Cc2ccccc2F)c2ncn(C(C)C)c2c1 (stereo unspecified) | 102 | x | 93 | 1 | -1 | 96 | 8 | x
Cc1cc(C)n(-c2ccc(C(F)(F)F)cc2[N+](=O)[O-])n1 | 96 | -6 | 97 | 0 | 1 | 111 | -2 | -12
C=CCn1c(SCC(=O)Nc2cc(C)on2)nc2sc(CC)cc2c1=O | 93 | 0 | 102 | -1 | 10 | 101 | 9 | 5
Cc1ccc(NC(=O)CSc2nnc(C3CC3)n2CC2CCCO2)cc1C (stereo unspecified) | 99 | 0 | 96 | 11 | 9 | 102 | 8 | -9
CN(Cc1ccc(F)cc1)C(=O)c1cccc(OC2CCN(C3CCCC3)CC2)c1 | 96 | -6 | 110 | -1 | 0 | 106 | 2 | -2
Cc1ccc(C(=O)N2CCC(C(=O)NC3CCCC3)CC2)cc1 | 100 | 0 | 108 | 1 | -4 | 100 | 2 | -2
COC(=O)c1c(C)[nH]c(C)c1-c1ccc([N+](=O)[O-])cc1 | 84 | -6 | 91 | 4 | 1 | 85 | 3 | -11
Cc1cc(N2CCN(S(=O)(=O)c3ccccc3)CC2)c2ccccc2n1 | 102 | -16 | 100 | -1 | 0 | 108 | 7 | 0
CCN(CC)CC#CCC(C)(c1ccccc1)c1ccccc1 | 100 | 12 | 98 | -1 | 8 | 96 | -4 | 0
CCN(CC(=O)Nc1ccc(N2CCOCC2)cc1)C(=O)c1ccc(C#N)cc1 | 103 | -21 | 97 | 0 | 4 | 121 | -1 | 1
CCCCn1c(N)c(N(CC(C)C)C(=O)C2CC(=O)N(CCc3ccccc3)C2)c(=O)[nH]c1=O (stereo unspecified) | 102 | 2 | 79 | 0 | 5 | 104 | -2 | -9
CCOC(=O)/C(N=Nc1ccc2c(c1)OCO2)=C(\C)O | 87 | 13 | 89 | 13 | 4 | 93 | -7 | 6
COc1ccc(C)cc1S(=O)(=O)NCCC1=CCCCC1 | 94 | -19 | 99 | 1 | -4 | 102 | 1 | -7
Cc1cc(-n2cccn2)ccc1CN1CCN(CC(C)C)C(CCO)C1 (stereo unspecified) | 98 | 3 | 104 | 8 | -3 | 99 | 0 | -2
Cc1ccc(S(=O)(=O)NCc2cccnc2)cc1 | 98 | -4 | 90 | 0 | 8 | 105 | -2 | -10
Cc1ccc2cc([N+](=O)[O-])ccc2n1 | 94 | -11 | 101 | -1 | -4 | 90 | 14 | 0
CC1(C)SC2c3ccccc3C(=O)N2[C@@H]1C(=O)NCc1ccco1 (stereo partly specified) | 106 | -3 | 115 | -1 | -12 | 108 | 6 | 5
Cc1cc(NS(=O)(=O)c2ccc(NC(=S)NC(=O)c3ccc(C(C)(C)C)cc3)cc2)no1 | 102 | 13 | 105 | 2 | 7 | 110 | 1 | 8
COc1ccc(OCCOC(=O)CN2C(=O)NC3(CCCC3)C2=O)cc1 | 100 | -10 | 101 | 2 | 0 | 99 | -8 | -18
CCOC(=O)c1sc(NC(=O)C2CCC2)cc1C | 100 | -18 | 97 | 6 | 0 | 105 | 8 | -3
COc1cccc(-c2c(C#N)c(N)nc3c2c(=O)nc2sccn23)c1 | 97 | -1 | 103 | 1 | 6 | 92 | 2 | -3

4 compounds picked at random from the list so far:
SMILES | RPL19A-GFP yeast | ZTA DNA inh | LAP4 TOR yeast | AHR activator | proCasp7 act | MEP2 TOR yeast | procasp3 activ | EBNA-1 inh
NC(=O)c1ccc(NC(=O)CSc2nnc(C3CC3)n2C2CC2)cc1 | 96 | x | 101 | -3 | 3 | 103 | 8 | x
Cc1ccc(S(=O)(=O)NCc2cccnc2)cc1 | 98 | -4 | 90 | 0 | 8 | 105 | -2 | -10
COC(=O)c1c(C)[nH]c(C)c1-c1ccc([N+](=O)[O-])cc1 | 84 | -6 | 91 | 4 | 1 | 85 | 3 | -11
CCC(CO)Oc1cc(NC(=O)Cc2ccccc2F)c2ncn(C(C)C)c2c1 (stereo unspecified) | 102 | x | 93 | 1 | -1 | 96 | 8 | x

Additional entries.
SMILES | RPL19A-GFP yeast | ZTA DNA inh | LAP4 TOR yeast | AHR activator | proCasp7 act | MEP2 TOR yeast | procasp3 activ | EBNA-1 inh
COc1ccccc1CNC(=O)CCN1C(=O)COc2ccc(C)cc21 | 94 | 4 | 99 | -3 | 4 | 97 | -8 | 8
CCC1CCCCN1CC(=O)Nc1ccc2c(c1)OCCO2 (stereo unspecified) | 99 | 16 | 101 | 4 | 8 | 105 | -3 | x
CCN(c1ccccc1)c1nc2nonc2nc1NCCO | 98 | -12 | 108 | 1 | 0 | 100 | 16 | -15
Cc1ccc(CN(C(=O)c2cc(=O)c3cc(Cl)c(C)cc3o2)C2CCS(=O)(=O)C2)cc1 (stereo unspecified) | 98 | 4 | 100 | 2 | -14 | 96 | 7 | -7
CCN1CC=C2C(C#N)=C(N)C(C#N)(C#N)[C@H](c3cccc(OC)c3OC)[C@H]2C1 | 96 | 1 | 99 | 1 | -3 | 106 | 0 | -12
CCOc1ccccc1CNC(=O)Cn1ccc2cc(S(=O)(=O)N3CCC(C)CC3)ccc21 | 104 | -1 | 110 | 3 | 14 | 103 | 6 | 2
N#C/C(=C\c1ccc(OCCN2CCOCC2)cc1)C(=O)Nc1ccc(S(N)(=O)=O)cc1 | 104 | -5 | 94 | -2 | 2 | 98 | 8 | 0
COc1ccccc1NS(=O)(=O)c1cccc(C(=O)N/N=C(\C)c2ccc3c(c2)OCCO3)c1 | 96 | -11 | 98 | 0 | 6 | 93 | 1 | 6
O=C(Nc1ccc2c(c1)OCCO2)c1cccnc1 | 97 | 7 | 100 | 16 | 5 | 92 | -8 | -16
O=C(CSc1nc(-c2ccccc2)cs1)N1CCc2ccccc21 | 105 | -8 | 110 | -3 | 0 | 101 | -7 | 6
Cc1ccc(C(=O)NCC(=O)NCC(=O)OCC(=O)c2ccc([N+](=O)[O-])cc2)cc1 | 97 | 2 | 90 | 1 | -30 | 94 | -22 | -5
Cc1cccc(CN2CCc3c([nH]c4ccccc34)C2)c1 | 99 | -2 | 103 | 8 | -1 | 105 | 2 | -3
CCOc1ccc(/C=C/C(=O)c2c(O)c3ccccc3oc2=O)cc1 | 93 | 5 | 91 | 6 | -31 | 94 | -9 | -12
O=C(O)c1ccc(N/N=C/c2cn(Cc3ccc(F)cc3)c3ccccc23)cc1 | 104 | 5 | 116 | -6 | -2 | 115 | -11 | 6
C=CC(=O)NC(NC(=O)C=C)c1ccc(Br)cc1 | 99 | 5 | 96 | 0 | 3 | 96 | 2 | 13
O=C(CNC(=O)c1ccc(Cl)c([N+](=O)[O-])c1)OC1CCCCC1=O (stereo unspecified) | 97 | -9 | 99 | -1 | 15 | 103 | 4 | -14
CC(=O)Nc1ccc(O)c(-c2nc3ccccc3s2)c1 | 100 | -30 | 107 | 72* | 36* | 99 | 8 | 0
O=C(CSc1ccccn1)N1CCN(c2ccccc2)CC1 | 95 | 8 | 108 | 2 | -19 | 100 | -1 | -2
O=C(COC(=O)CCCN=C1NS(=O)(=O)c2ccccc21)NC(=O)NC1CCCC1 | 97 | -8 | 95 | 0 | 15 | 94 | 2 | 7
Cc1cc(S(=O)(=O)N2CCCCC2CCNC(=O)C(=O)NC2CC2)ccc1F (stereo unspecified) | 96 | 10 | 101 | -1 | 5 | 95 | 4 | 7
CC(C)CCNC(=O)C1CCN(S(=O)(=O)c2ccc3c(c2)CCC(=O)N3)CC1 | 106 | 16 | 100 | 0 | 4 | 111 | 4 | 0
CC(=O)c1c(C)[nH]c(C(=O)N2CCN(S(=O)(=O)c3ccc(F)c(F)c3)CC2)c1C | 101 | -7 | 109 | 2 | 4 | 100 | 0 | -1
COc1ccc(CCN2C(=O)c3ccncc3C2=O)cc1OC | 98 | 13 | 98 | 11 | 2 | 101 | 0 | 3
CC(=O)Nc1ccc(C)c(NS(=O)(=O)c2cccc(C(F)(F)F)c2)c1 | 99 | 3 | 118 | -2 | 4 | 96 | 8 | 12
Cn1ccsc1=NC(=O)c1ccc(Cl)c([N+](=O)[O-])c1 | 98 | -2 | 92 | 68* | 10 | 97 | -4 | -12
COC(=O)C1CCN(C(=O)c2sc3nc(-c4ccc(F)cc4)cn3c2C)CC1 | 112 | -6 | 110 | 1 | 1 | 108 | 3 | 6
Cc1cccc(-n2cnc(C(=O)N3CCN(C)CC3)c2)n1 | 104 | -4 | 97 | 6 | 3 | 108 | 3 | -10
CCc1sc(N(C(=O)Cc2ccccc2)c2ccc(F)cc2)nc1-c1ccccc1 | 99 | 16 | 98 | 0 | 0 | 111 | 6 | 4
Cc1ccc(S(=O)(=O)Nc2ccc3c(c2)CC(=O)N([C@H](C)CO)C[C@H](C)[C@H](CN(C)Cc2ccc4c(c2)OCO4)O3)cc1 | 95 | x | 98 | 2 | 5 | 96 | 5 | x
Cc1cc(C)c(C#N)c(SCC(=O)NC(C)(C)C)n1 | 100 | -3 | 106 | 1 | -2 | 96 | 7 | 12
O=C(NC1CC1)c1cc(OCC(F)(F)F)ccc1OCC(F)(F)F | 107 | -14 | 105 | 12 | 1 | 104 | 5 | -10
c1cc2c(cc1-c1[nH]ncc1CN1CC3C[C@@H]4CC1C[C@H](C3)C4)OCO2 | 91 | 10 | 92 | 4 | 2 | 97 | 0 | 4
CC1CC(C)CN(S(=O)(=O)c2ccc(C(C)(C)C)cc2)C1 (stereo unspecified) | 93 | -6 | 116 | -1 | 1 | 102 | 3 | -4
